# Avidin bead fluor – compound fluoresces at 488/530 nm on avidin beads; compound fluorescence 488/530 nm, flow cytometry; hits give high values; fluorescence (KMESF) at 10 µM; AID 1775; actives 0.38% (n = 220,000); in the data active = fluorescence above about 47; note: inactives centre near 10
# Pf gamet viab – inhibitors of late stage P. falciparum gametocyte viability. P. falciparum stage V gametocytes, ATP luminescence, 24 h. actives 0.065% (n = 150,000). inhibition, % at 10.9 µM;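 active = inhibition above the mean plus 3 SD of compounds within the control limits, set per campaign, cut at about 38% in these data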;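 note: 0% = DMSO wells and 100% = medium only without gametocytes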
# Active calls of the source: *.
SMILES,Avidin bead fluor,Pf gamet viab
CSCCC(NS(=O)(=O)/C=C/c1ccccc1)C(=O)NCCc1ccc(S(N)(=O)=O)cc1 (stereo not drawn),3,-12
O=C(NNC(=O)c1cc2ccccc2o1)c1ccc(Cl)cc1,6,-36
CC(Sc1nnc(C(F)(F)F)n1C)C(=O)Nc1ccc(S(N)(=O)=O)cc1 (stereo not drawn),4,26
CN(C(=O)CSc1cc(C(=O)c2nccn2C)c2ccccc2n1)c1ccccc1,7,-4
Cc1nnc2ccc(-c3ccc(NC(=O)Cc4cccs4)cc3)nn12,7,-117
CC1CN(S(=O)(=O)c2ccc(C(=O)O)cc2)CC(C)O1 (stereo not drawn),6,-1
CC(=O)NCC(=O)N[C@@H](CC(=O)OCc1ccccc1)C(=O)OCc1ccccc1,8,-11
CCOC(=O)C1(Cc2ccc(OC)cc2)CCN(C(=O)[C@@H]2CCCN2C(C)=O)CC1,5,2
CC1C(=O)C(C)(C)C(=O)OC1c1ccccc1 (stereo not drawn),6,-16
Cc1cccc(-c2nc(C#N)c(NCC3CCCO3)o2)c1 (stereo not drawn),5,15
O=C1CSC(c2cccnc2)N1CC1CC1 (stereo not drawn),8,-5
Cc1ccc(/C=C/C(=O)c2ccccc2O)cc1,8,19
CC(C)c1nc2sc3c(=S)nc[nH]c3c2c2c1CCC2,7,-8
COc1ccc(CNC(=O)C(Cc2ccccc2)n2cccc2)cc1 (stereo not drawn),6,-21
Cc1ccc2nc(SCC(=O)N3CCN(c4ccccc4)CC3)[nH]c2c1,9,-8
CC1(C)C(=O)OC(/C=C/c2cccc([N+](=O)[O-])c2)C(C)(C)C1=O (stereo not drawn),8,13
Oc1ccc(-c2nc3ccccc3s2)cc1,5,-2
Cc1ccc(-c2cc([C@H]3[C@@H]4C=CCC[C@@]4(C)C(=O)N3Cc3ccccc3)ccc2F)cc1,8,-3
CC(=O)N/C(=C\c1ccc2c(c1)OCO2)C(=O)NC(C(=O)O)c1ccccc1 (stereo not drawn),7,20
Fc1ccc2[nH]c3c(N4CCc5ccccc5C4)ncnc3c2c1,6,5
Cc1noc(C)c1-c1nc(CSc2ccc(Cl)cc2)no1,5,1
C/C(=N\NC(N)=O)c1ccccc1Cl,8,9
COc1ccc(CCNC(=O)CSCC(=O)Nc2ccccc2)cc1OC,7,3
Cc1cc(C)cc(OCC(=O)O/N=C(\N)c2cccnc2)c1,6,-14
COc1ccc(Nc2nc3nonc3nc2N2CCCCC2)cc1,7,10
# The listing continues:
SMILES,Avidin bead fluor,Pf gamet viab
COc1cc2nc(Cl)nc(NCCO)c2cc1OC,9,-34
COc1cccc2c(=O)n(CC(=O)NCCc3ccccc3)ccc12,7,0
O=C(Nc1ccc(Cl)c(Cl)c1)Nc1nccs1,9,-20
Cc1ccc(S(=O)(=O)N(C)C)cc1NC(=O)c1c(-c2c(F)cccc2Cl)noc1C,6,-7
O=C(CNc1cccc(C(F)(F)F)c1)N/N=C/c1ccccc1C(=O)O,6,2
C/C(=N\Nc1cc(C)nc(-c2ccccc2O)n1)c1ccccc1O,4,-2
CS(=O)(=O)N1CCN(c2ccc([N+](=O)[O-])c3cccnc23)CC1,3,0
O=[N+]([O-])c1ccc2c(c1)N([O-])C1(CCCCC1)[N+]2=O,4,-14
CC1(C)Cc2c(sc(NC(=O)Cc3ccccc3)c2C#N)CO1,7,4
Cc1nc(Nc2ccccc2)sc1C(=O)c1ccccc1,6,-6
COc1cccc(/C=N/NC(=O)c2cnccn2)c1O,25,-28
Cc1nnsc1-c1c(C(=O)N2CCOCC2)c(C)nn1-c1ccc(Cl)cc1,8,12
N/C(COc1cccc(Cl)c1)=N\O,8,4
O=C(O)c1ccccc1-c1ccccc1C(=O)Nc1nc2ccccc2s1,5,6
CCOC(=O)C1=C(C)NC(=S)NC1c1ccco1 (stereo not drawn),7,-22
Fc1ccc(CSc2nnc(-c3ccco3)o2)cc1,8,-30
Cc1cc(C)c2c(=O)c(C#N)coc2c1,3,-1
Cc1nonc1NC(=O)CSc1nc(CCC2CCCC2)nc2ccccc12,11,3
O=C(Nc1ccc(C(F)(F)F)cn1)Nc1cccs1,10,-4
NCCNc1ccc([N+](=O)[O-])cc1,13,-11
CCCCNC(=O)N(O)C1N(/N=C/c2cccnc2)C(=S)SC1(C)C (stereo not drawn),24,-4
COc1ccc(N2CCN(S(=O)(=O)c3cnc[nH]3)CC2)cc1,8,-20
O=C(CCn1nnc2ccccc2c1=O)N[C@@H](Cc1c[nH]c2ccccc12)C(=O)O,9,-8
COC(=O)c1sccc1NC(=S)Nc1cccc(F)c1,3,-2
Cc1cc(C)c(O)c(-c2cc(C(=O)NCCc3ccc(S(N)(=O)=O)cc3)[nH]n2)c1,7,-4

# Three compounds drawn at random from those above:
SMILES,Avidin bead fluor,Pf gamet viab
Cc1ccc(S(=O)(=O)N(C)C)cc1NC(=O)c1c(-c2c(F)cccc2Cl)noc1C,6,-7
COc1cccc(/C=N/NC(=O)c2cnccn2)c1O,25,-28
Cc1nonc1NC(=O)CSc1nc(CCC2CCCC2)nc2ccccc12,11,3

# Compounds listed so far that contain a CF3 group, in the order listed:
SMILES,Avidin bead fluor,Pf gamet viab
CC(Sc1nnc(C(F)(F)F)n1C)C(=O)Nc1ccc(S(N)(=O)=O)cc1 (stereo not drawn),4,26
O=C(CNc1cccc(C(F)(F)F)c1)N/N=C/c1ccccc1C(=O)O,6,2
O=C(Nc1ccc(C(F)(F)F)cn1)Nc1cccs1,10,-4

# The results go on:
SMILES,Avidin bead fluor,Pf gamet viab
C=C1CCN(C(C(=O)OC)C(C)C)S(=O)(=O)c2ccccc21 (stereo not drawn),8,18
Cc1ccccc1Cn1c2ccccc2c2cnn(CC(=O)NCc3ccco3)c(=O)c21,7,16
O=c1[nH]c(Cc2cccs2)nc2scc(-c3ccc(Cl)cc3)c12,3,-16
Cn1cccc1/C=C1\SC(=Nc2ccccc2)NC1=O,6,-4
Cn1c(=O)c2c(ncn2CC(=O)N/N=C/C=C/c2ccco2)n(C)c1=O,7,-8
CC(=O)c1ccc(NC(=O)CSc2nccn2C)cc1,6,-14
COc1ccccc1Nc1nc(NCc2ccco2)c2ccccc2n1,11,4
COc1ccc(OC)c(/C=N/NC(=O)c2ccc3nc[nH]c3c2)c1,10,4
CCCCC(O)(CCCC)C(=O)NN(C(=O)OC)c1ccc(C)cc1,5,6
COc1ccc(NC(=S)N2CCc3cc(OC)c(OC)cc3C2)cc1,10,5
O=C(NCc1ccc(Cl)cc1)c1ccc(CNc2c(N3CCCC3)c(=O)c2=O)cc1,5,9
CCOC(=O)c1[nH]c(C)c(C(=O)OC)c1C,6,-11
O=C1CCCC(O)=C1N=Nc1ccc(C(=O)O)cc1,3,-2
CN(C)c1cc(-c2ccc(Br)cc2)oc(=O)c1Cl,6,10
COC(=O)[C@H](CCSC)NC(=O)Nc1ccc(S(N)(=O)=O)cc1,8,1
Cc1ccc(S(=O)(=O)Nc2ccc3ccccc3n2)cc1,5,4
Cc1occc1-c1nnc(SCC(=O)c2ccc3c(c2)OCCO3)n1CC1CCCO1 (stereo not drawn),7,-32
CC(C)n1nc(C(=O)Nc2cccc(S(=O)(=O)NCc3ccco3)c2)c2ccccc2c1=O,8,17
CS(=O)(=O)c1ccc2nc(NC(=O)c3ccc(NS(=O)(=O)c4ccc(F)c(F)c4)cc3)sc2c1,8,3
CCOC(=O)c1c(CN2CCN(C)CC2)n(-c2ccccc2)c2cc(Br)c(O)cc12,7,24
COc1ccc(Oc2ccc(S(=O)(=O)N3CCCCC3)cc2S(=O)(=O)N2CCCCC2)cc1,6,-19
O=C(Nc1ccccc1C(=O)N/N=C/c1ccc(O)cc1)c1ccccc1,11,6
COCCCNc1nc(N)c([N+](=O)[O-])c(Nc2ccccc2OC)n1,8,19
CC1(C)CC(=O)C(N=Nc2cccc(S(=O)(=O)N3CCOCC3)c2)=C(O)C1,6,-9
NC(=S)N/N=C/c1c[nH]c2ccccc12,8,16
# (continued)
SMILES,Avidin bead fluor,Pf gamet viab
Cc1cccc(C(=O)C2CCOC(C)(C)C2)c1 (stereo not drawn),7,-2
COc1cc(OC)c2c(-c3ccccc3)cc(=O)oc2c1C(CC(=O)N1CCN(c2ccccc2)CC1)c1ccc(N(C)C)cc1 (stereo not drawn),12,18
Cc1nn(-c2ccccc2)nc1C(=O)NNC(=O)c1ccc(C(F)(F)F)cc1,8,-3
CC(C)(C)NC(=O)c1cccc2c1C(=O)c1ccccc1-2,9,-14
COc1ccc(NC(C)=O)cc1S(=O)(=O)NC(Cc1ccccc1)C(=O)O (stereo not drawn),10,6
CCS(=O)(=O)N1CCN(c2ccc(C(=O)N3CCOCC3)cc2[N+](=O)[O-])CC1,5,6
CCCc1ccc(NS(=O)(=O)c2c(C)oc(C)c2C(=O)OC)cc1,6,8
CC(C)(C)c1cc(P(=O)(c2ccccc2)c2ccccc2)ccc1O,6,14
Cc1ccc(C(=O)c2oc3ccccc3c2NC(=O)c2cc(-c3cc(C)ccc3O)n[nH]2)cc1,8,5
O=c1[nH]c(-[n+]2ccccc2)c(/C=N/NC([S-])=Nc2ccccc2)s1,10,5
CCOc1ccc(N=C(C)C2=C(O)c3ccccc3C2=O)cc1,7,11
N#C/C(=C\c1cccnc1)c1nc2ccccc2[nH]1,8,0
O=C(O)/C=C\C(=O)Nc1cc(O)ccc1[N+](=O)[O-],5,29
CC(=O)N=c1c(C#N)cc2c(=O)n3cccc(C)c3nc2n1CCCOC(C)C,5,6
O=Cc1c(N2CCC3(CC2)OCCO3)nc2ccccn2c1=O,5,12
CN(C)c1ccc(C(c2ccc(N(C)C)cc2)c2ccc([N+](=O)[O-])cc2)cc1,6,-3
COc1ccc(C2=NN(C(=O)CN3CCCC3)C(c3ccc(OC)cc3)C2)cc1 (stereo not drawn),8,-4
CC(=O)Nc1ccccc1OC(C)C(=O)N1CC(C)CC(C)C1 (stereo not drawn),5,-13
N#CCCN(Cc1cccs1)C(=O)Nc1ccccc1,7,-22
N=c1c2c(ncn1CCN1CCOCC1)Oc1cc(O)ccc1C2c1ccccc1 (stereo not drawn),7,-38
CN(CCC#N)C(=O)CC(Cc1ccccc1)C1CCOC(C)(C)C1 (stereo not drawn),12,-4
CC(c1ccccc1)c1nnc(NC(=O)c2ccc3c(c2)OCO3)s1 (stereo not drawn),5,-5
O=C(O)c1cccc(CN2C(=O)S/C(=C/c3ccccc3[N+](=O)[O-])C2=O)c1,5,11
O=c1[nH]cnc(O)c1C(c1cccc([N+](=O)[O-])c1)c1c(O)nc[nH]c1=O,6,0
CCCNc1c(N)c(=O)c1=O,8,-17

# Some of these compounds in order of molar mass, highest first:
SMILES,Avidin bead fluor,Pf gamet viab
O=c1[nH]cnc(O)c1C(c1cccc([N+](=O)[O-])c1)c1c(O)nc[nH]c1=O,6,0
CCOc1ccc(N=C(C)C2=C(O)c3ccccc3C2=O)cc1,7,11
N#CCCN(Cc1cccs1)C(=O)Nc1ccccc1,7,-22
O=C(O)/C=C\C(=O)Nc1cc(O)ccc1[N+](=O)[O-],5,29

# Further records follow:
SMILES,Avidin bead fluor,Pf gamet viab
O=C(CCc1nnc(CCCCc2ccccc2)o1)N1CCCC(O)C1 (stereo not drawn),6,3
O=C(NCc1ccccn1)c1ccc2c(c1)N(Cc1ccccc1)CCS2,4,8
COc1ccc(C2c3c(-c4ccccc4O)n[nH]c3C(=O)N2Cc2ccco2)cc1 (stereo not drawn),8,-6
CC(C)Sc1ccc([N+](=O)[O-])cc1C(=O)Nc1ccncc1,2,-3
Cn1cnc(S(=O)(=O)N2CCN(c3ccc(F)cc3)CC2)c1,6,-12
COCCOC(=O)c1c(N)n(CCCN2CCOCC2)c2nc3ccccc3nc12,3,-6
Cc1sc2nc(COC(=O)c3ccc(O)cc3)[nH]c(=O)c2c1C,4,-2
CCO[C@@H]1OC(C(=O)NC2CC2)=C[C@H](C)[C@H]1CCCO,13,-55
NNS(=O)(=O)c1ccc(Sc2ccccn2)c([N+](=O)[O-])c1,3,7
N#Cc1ccc(OCC(=O)Nc2cc(S(=O)(=O)N3CCOCC3)ccc2N2CCOCC2)cc1,5,2
Cc1cc(C)nc(-n2ncc3c2CC(C)CC3=O)n1 (stereo not drawn),5,1
Cc1ccc(S(=O)(=O)NCCC(=O)Oc2ccc3ccc(=O)oc3c2)cc1,6,-8
O=[N+]([O-])c1cc(CN(CCO)CCO)ccc1O,3,13
COc1ccc(NC(=O)CCN2C(=O)/C(=C/c3ccc4c(c3)OCO4)SC2=S)cc1,8,-14
Cc1[nH]c(=O)[nH]c(=O)c1/C=N/NC(=O)[C@@H](N)CC(C)C,7,-4
c1ccc(-c2[nH]ncc2CN2CCc3ccccc3C2)cc1,3,8
CCOC(=O)c1cc(C)nc(S(C)(=O)=O)c1C#N,6,2
CN(C)CCCNCC(=O)NN(c1ccccc1)c1ccccc1,8,-2
O=C(CN1CCN(Cc2ccccc2)CC1)N/N=C/c1ccco1,4,-10
Cc1cc2ccccn2c1C(=O)c1ccc(N/N=C/c2ccc(C(=O)O)cc2)c([N+](=O)[O-])c1,8,4
COc1ccc(NC(=O)c2cccs2)cn1,6,-6
Cn1cc([N+](=O)[O-])c(C(=O)NCc2ccccc2)n1,6,-10
CSc1nc(N)nc(C(C)C)n1,6,-1
O=C(O)COCC(=O)N1CCN(C2c3ccccc3-c3ccccc32)CC1,7,2
CC(C)c1ccc(NC(=O)COc2ccc(C3SCCS3)cc2)cc1,9,6
COc1cc([N+](=O)[O-])ccc1-c1ccc(/C=N/NC(=O)c2ccccc2O)o1,9,-19
O=C(O)c1nccnc1C(=O)Nc1ccccc1-c1ccccc1,6,-7
CN(C)CCCn1c(N)c(S(=O)(=O)c2ccccc2)c2nc3ccccc3nc21,18,8

# Only part of the results is shown; rates above refer to the full screens.
